MsrA inh: bovine MsrA enzyme inhibitors, primary screen, biochemical, absorbance, HTS | 0.75% of 360,000 active | purified bovine MsrA, absorbance read-out | inhibition, % at 15.5 µM | Methionine sulfoxide reductase A (Bos taurus); in the data active = inhibition above about 4.5%;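 also: 0% = vehicle wells with enzyme and 100% = reference inhibitor wells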
Neddylation inh: inhibitors of cullin neddylation, primary screen, biochemical, TR-FRET, uHTS, NAE and Ubc12 | NEDD8-conjugating enzyme Ubc12 (Homo sapiens) + NEDD8-activating enzyme E1 regulatory … | calls only at 25 µM | 0.58% of 360,000 active; in the data active = inhibition above about 36%
FAS-TE inh: FAS thioesterase domain inhibitors, primary screen, biochemical, fluorescence intensity, uHTS | Fatty acid synthase (Homo sapiens), P49327 | recombinant FAS-TE, OMFH fluorogenic substrate, fluorescence endpoint | inhibition, % at 15 µM | 0.67% of 360,000 active;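 active = compounds whose normalised, plate-corrected inhibition of enzyme fluorescence in the single-dose primary screen is 50% or more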;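 also: 0% = DMSO with enzyme and 100% = substrate without enzyme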
TbMetRS inhib: T. brucei MetRS inhibitors, primary screen, biochemical, luminescence. methionyl-tRNA synthetase (Trypanosoma brucei brucei). purified T. brucei MetRS, ATP depletion, Kinase-Glo luminescence. inhibition, % at 11.9 µM. 0.4% of 360,000 active;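 active = inhibition above a per-plate cutoff of the control wells' mean inhibition plus 3 SD, cut at about 5.5% in these data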;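 also: 0% = DMSO wells median and 100% = median of wells with control inhibitor compound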
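Material: parasite MetRS enzyme / Replication: singlicate, one well per compound / Signal: luminescence of leftover ATP / Schedule: 2 h aminoacylation at 25 °C after 15 min preincubation / Medium: HEPES-MgCl2-KCl buffer plus DTT, spermine, BSA, pyrophosphatase / Doses: 11.9 µM single point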
PABP1 MLLE inh: inhibitors of PABP1 MLLE–PAM2 peptide binding, primary screen, biochemical, fluorescence polarization, FITC-PAM2, GST-MLLE. inhibition, % at 20 µM. 0.36% of 360,000 active. AID 588489, 2011; in the data active = inhibition above about 35%, passing the limit was not always enough;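 also: plate controls were DMSO wells with GST-MLLE for no effect and wells lacking GST-MLLE protein for full effect; some results filed as inactive read as strong as hits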
Target sequence (P11940 whole entry, looked up): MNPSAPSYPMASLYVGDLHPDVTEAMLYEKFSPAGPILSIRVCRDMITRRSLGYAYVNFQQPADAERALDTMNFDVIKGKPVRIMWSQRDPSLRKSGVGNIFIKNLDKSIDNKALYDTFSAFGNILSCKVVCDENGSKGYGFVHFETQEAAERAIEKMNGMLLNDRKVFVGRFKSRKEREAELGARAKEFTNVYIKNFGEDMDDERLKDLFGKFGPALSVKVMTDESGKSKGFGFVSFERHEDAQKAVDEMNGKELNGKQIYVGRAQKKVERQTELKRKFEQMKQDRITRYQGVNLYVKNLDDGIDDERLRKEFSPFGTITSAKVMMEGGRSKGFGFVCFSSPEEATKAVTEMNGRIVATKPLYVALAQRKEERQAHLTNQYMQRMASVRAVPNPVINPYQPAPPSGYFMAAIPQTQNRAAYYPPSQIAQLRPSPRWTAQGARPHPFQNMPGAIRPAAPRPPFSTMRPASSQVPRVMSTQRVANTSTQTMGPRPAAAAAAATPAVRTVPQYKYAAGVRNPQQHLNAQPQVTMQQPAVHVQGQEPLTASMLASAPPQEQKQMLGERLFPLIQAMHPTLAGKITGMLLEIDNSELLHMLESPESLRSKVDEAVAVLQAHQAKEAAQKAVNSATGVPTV
CSN inh: inhibitors of CSN-mediated cullin deneddylation, primary screen, biochemical, fluorescence polarization, uHTS. Purified CSN, SCF-Nedd8-OG deneddylation. AID 651999, 2013. 0.38% of 360,000 active. inhibition, % at 12.5 µM;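 active = pattern-corrected inhibition above about 35%, with an unprinted fluorescence ratio check between 0.5 and 1.5, limit read from the data, passing the limit was not always enough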;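 also: 0% = enzyme with substrate and 100% = substrate without enzyme; some results filed as inactive read as strong as hits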
Target sequence (Q92905 whole entry, looked up, one chain of several): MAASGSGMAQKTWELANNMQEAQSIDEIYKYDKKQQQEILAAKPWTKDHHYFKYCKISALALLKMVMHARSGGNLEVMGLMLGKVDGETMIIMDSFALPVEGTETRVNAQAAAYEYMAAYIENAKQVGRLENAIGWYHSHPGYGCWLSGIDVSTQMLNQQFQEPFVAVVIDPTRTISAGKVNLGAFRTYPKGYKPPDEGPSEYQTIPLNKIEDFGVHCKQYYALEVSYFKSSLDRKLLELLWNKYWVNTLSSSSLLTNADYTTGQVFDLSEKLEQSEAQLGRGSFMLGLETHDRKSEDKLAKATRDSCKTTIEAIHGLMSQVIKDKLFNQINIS
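Test system: purified human Csn5 enzyme expressed in HEK293T cells. Amount: 0.24 nM enzyme. Reagent: SCFSkp2-Nedd8OG substrate at 10 nM final. Schedule: 90 min incubation of compound, enzyme and substrate at room temperature. Detection: fluorescence polarization. Read-out: % inhibition of substrate cleavage by Csn5.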
MsrA act: bovine MsrA enzyme activators, primary screen, biochemical, absorbance, HTS; purified bovine MsrA, absorbance read-out; Methionine sulfoxide reductase A (Bos taurus); activation, % at 10.6 µM; 0.3% of 360,000 active; in the data active = activation above about 7.5%;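 also: 0% = vehicle and 100% = reference activator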
eLon inh: inhibitors of E. coli Lon protease, primary screen, biochemical, fluorescence polarization; P0A9M0; purified E. coli Lon protease; inhibition, % at 7.94 µM; 0.42% of 360,000 active; AID 602123, 2011; in the data active = inhibition above about 13%, passing the limit was not always enough;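 also: 0% = enzyme with probe and DMSO and 100% = no enzyme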
Rin1-Abl PPI inh: inhibitors of Rin1-Abl protein binding, primary screen, biochemical, TR-FRET. AID 588664, 2011. inhibition, % at 7.35 µM. 0.4% of 360,000 active; in the data active = inhibition above about 5%, passing the limit was not always enough
Numbers without * were called inactive; i = inactive; / = not tested or not shown.

Start of the data: the first 12 compounds as a preview:
SMILES	MsrA inh	Neddylation inh	FAS-TE inh	TbMetRS inhib	PABP1 MLLE inh	CSN inh	MsrA act	eLon inh	Rin1-Abl PPI inh
Cc1ccc(OCC(=O)Oc2c(C)cccc2C)cc1	-0.8	i	18	0.2	-5	1	-1	-8	-1
CC1(c2nnc(-c3ccncc3)o2)CC(c2cccc(Cl)c2)=NO1 (configuration not stated)	-0.4	i	-7	0.4	6	0	1	7	2
O=C(O)c1ncsc1-c1ccccc1	1.3	i	-4	-0.3	25	4	-3	1	-3
CCCCN1C(=O)C(NC(C)=O)c2cc(Br)ccc21 (configuration not stated)	0.0	i	-4	-1.6	2	3	-5	2	-2
CCC(=O)Nc1ccc(C(=O)CSc2nc(N)cc(N)n2)cc1	0.5	i	-3	0.4	-9	4	-1	-1	0
O=C1C=C(c2ccc(Cl)nc2)C[C@@H](c2ccc3c(c2)OCO3)C1	-0.1	i	21	-0.1	-5	-3	-5	10	0
CC(=O)Nc1ccc(NC(=O)[C@@H](NC(=O)c2cccc(C)c2)C(C)C)cc1	-1.1	i	-6	-0.8	-3	5	-9	4	2
CCOc1cc(C(N)=O)cc(OCC)c1OCC	-0.9	i	-12	-0.4	-2	-2	-4	-7	0
COc1ccc(CNC(=O)c2ccc(CS(=O)c3ccccc3)o2)cc1 (configuration not stated)	-0.7	i	-3	0.2	-7	-1	-2	-14	1
Cc1cccc(Nc2nnc(SC/C(O)=C(\C#N)c3nc4ccccc4[nH]3)s2)c1	1.0	i	-2	-0.2	-71	7	-9	-7	0
Cc1ccc(S(=O)(=O)N2CCCSCC2)cc1	-0.1	i	1	-0.9	8	0	-3	5	-2
CCOc1cc(N2CCOCC2)c(OCC)cc1NC(=O)c1cc(-c2ccco2)nc2ccccc12	-0.6	i	5	-0.2	4	12	0	-4	0

The list itself, from the start:
SMILES	MsrA inh	Neddylation inh	FAS-TE inh	TbMetRS inhib	PABP1 MLLE inh	CSN inh	MsrA act	eLon inh	Rin1-Abl PPI inh
Cc1ccc(OCC(=O)Oc2c(C)cccc2C)cc1	-0.8	i	18	0.2	-5	1	-1	-8	-1
CC1(c2nnc(-c3ccncc3)o2)CC(c2cccc(Cl)c2)=NO1 (configuration not stated)	-0.4	i	-7	0.4	6	0	1	7	2
O=C(O)c1ncsc1-c1ccccc1	1.3	i	-4	-0.3	25	4	-3	1	-3
CCCCN1C(=O)C(NC(C)=O)c2cc(Br)ccc21 (configuration not stated)	0.0	i	-4	-1.6	2	3	-5	2	-2
CCC(=O)Nc1ccc(C(=O)CSc2nc(N)cc(N)n2)cc1	0.5	i	-3	0.4	-9	4	-1	-1	0
O=C1C=C(c2ccc(Cl)nc2)C[C@@H](c2ccc3c(c2)OCO3)C1	-0.1	i	21	-0.1	-5	-3	-5	10	0
CC(=O)Nc1ccc(NC(=O)[C@@H](NC(=O)c2cccc(C)c2)C(C)C)cc1	-1.1	i	-6	-0.8	-3	5	-9	4	2
CCOc1cc(C(N)=O)cc(OCC)c1OCC	-0.9	i	-12	-0.4	-2	-2	-4	-7	0
COc1ccc(CNC(=O)c2ccc(CS(=O)c3ccccc3)o2)cc1 (configuration not stated)	-0.7	i	-3	0.2	-7	-1	-2	-14	1
Cc1cccc(Nc2nnc(SC/C(O)=C(\C#N)c3nc4ccccc4[nH]3)s2)c1	1.0	i	-2	-0.2	-71	7	-9	-7	0
Cc1ccc(S(=O)(=O)N2CCCSCC2)cc1	-0.1	i	1	-0.9	8	0	-3	5	-2
CCOc1cc(N2CCOCC2)c(OCC)cc1NC(=O)c1cc(-c2ccco2)nc2ccccc12	-0.6	i	5	-0.2	4	12	0	-4	0
CCN1/C(=C2\C(=O)N(C)C(=S)N2C)C=Cc2cc(OC)ccc21	1.3	i	-3	-0.3	-83	-8	-2	5	-7
COc1ccccc1CNC(=O)C(CC(C)C)NS(=O)(=O)c1ccc2c(c1)oc(=O)n2C (configuration not stated)	0.0	i	1	-0.6	5	5	1	7	0
O=C(Nc1ccc(SC(F)F)cc1)c1cccc2nc3ccccc3nc12	-0.5	i	4	0.2	4	-2	-8	-6	0
O=C(NCCc1ccccc1Cl)C1CC(=O)N(C2CCCCC2)C1 (configuration not stated)	-0.2	i	-2	0.1	-1	2	-2	-5	2
N#Cc1ccc(COn2nnc3ccccc32)cc1	0.1	i	-3	-0.4	-12	0	-3	0	4
O=C(COC(=O)c1cccnc1Cl)NCc1ccco1	0.2	i	-3	0.1	9	-2	-1	-15	-4
Cc1noc(C)c1COC(=O)CN(C)S(=O)(=O)c1ccc(Cl)cc1	-0.8	i	4	-0.9	-8	4	7	-5	0
COC(=O)c1nnn(CC(=O)Nc2cccc(Cl)c2C)c1C(=O)OC	0.6	i	-4	0.0	3	-1	-2	-2	-2
Cc1ccc(S(=O)(=O)NC(=O)Nc2ccc(OC(F)F)cc2)cc1	-1.1	i	-2	-0.8	2	-5	-5	4	-4
O=C(Nc1ccc(Cl)c(Cl)c1)Nc1ccccc1C(=O)O	1.2	/	22	-0.2	16	3	-4	1	2
CC1(C(=O)Nc2cccc(NS(C)(=O)=O)c2)CCN1CCc1ccccc1 (configuration not stated)	-0.1	i	5	-0.3	-3	3	1	-10	-2
N#CCC(=O)N/N=C/c1ccc(OC2CSC2)cc1	-1.3	i	-26	-1.0	13	-4	-9	25*	1
COc1ccc(OCc2nc(N)nc(Nc3ccccc3OC)n2)cc1	0.5	i	-3	-1.3	-1	-1	-10	-7	-3

(cont.)
SMILES	MsrA inh	Neddylation inh	FAS-TE inh	TbMetRS inhib	PABP1 MLLE inh	CSN inh	MsrA act	eLon inh	Rin1-Abl PPI inh
CCOc1ccc(OCC)c(NC(=O)CSc2nc3ccccc3c(=O)n2C)c1	-0.4	i	24	0.4	-12	10	-2	2	-1
CCC(C)NC(=O)c1cn(C)c(=O)c2cc(OC)c(OC)cc12 (configuration not stated)	-1.6	i	-9	-1.1	-4	-2	-6	-6	3
Nc1nnc(-c2ccc(Cl)cc2)s1	0.1	i	-6	-0.1	-4	-4	-1	-1	-2
Cc1ccc2nc(-c3cccc(-c4cccc(Cl)c4)c3)c(NCc3ccccc3)n2c1	2.9	/	25	-0.4	2	2	-2	4	1
Cc1nc(-c2ccccc2Cl)sc1C(=O)/C=C/N(C)C	2.5	i	2	-0.5	1	4	5	0	-1
O=C(O)Cn1c(=O)c(F)cn(C2CCCO2)c1=O (configuration not stated)	-0.6	i	-4	-0.9	-1	3	0	-1	3
O=C1CCN(S(=O)(=O)c2ccccc2)N1	0.8	i	-5	-0.5	11	0	-2	1	-3
CC(C)(C)c1cc(NC(=O)NN2CCOCC2)nn1-c1c(Cl)cc(Cl)cc1Cl	/	i	0	-0.1	-10	2	-2	5	-6
CC1(C)C(C=C(Cl)Cl)C1C(=O)N1CCN(Cc2ccccc2)CC1 (configuration not stated)	-0.6	i	10	-0.3	-7	1	-7	1	-2
CSc1nc(C)c(Oc2ccccc2)c(=O)n1C	-0.7	i	-5	-0.5	-5	0	-3	-6	-1
COc1cccc(CN2CCN(Cc3ccc4c(NC(C)=O)cccc4n3)CC2CCO)c1 (configuration not stated)	0.9	i	-6	0.1	-3	-3	-2	-3	-6
Cc1ccc(NC(=O)c2cccc3c2C(=O)N(C2CCCCC2)C3)c(Cl)c1	/	i	22	-0.1	-13	-1	-2	4	0
COc1ccc(-c2nnc3n(CCc4ccccc4)c(=O)c4ccccc4n23)cc1OC	-0.3	i	-7	-0.7	-24	-13	-2	0	2
CSCC[C@H](NC(=O)C1CCC(CNC(=O)[C@@H]2CCCN2C(=O)OC(C)(C)C)CC1)C(=O)O (some centres not stated)	-0.1	i	-7	-0.2	1	-1	-10	1	-3
COc1ccc(C(=O)NC(=S)Nc2cccnc2)cc1Cl	-0.8	i	-12	-1.0	25	-4	-11	15	0
COc1ccccc1NC(=O)Cn1cnc2c1c(=O)n(C)c(=O)n2C	0.2	i	-2	0.0	-4	-2	-1	2	1
CCOC(=O)c1c(C)n(C)c2ccc(OCC(O)CN3CCCCCC3)cc12 (configuration not stated)	0.4	i	-5	0.4	-14	8	1	5	-3
COc1cccc(NC(=O)CN(C)C(=O)CC2CCCC2)c1	1.2	i	-4	-0.3	-1	-3	-2	-4	0
COc1ccccc1N1CCN(C(=O)c2oc3c(c2C)C(=O)CC(C)(C)C3)CC1	-0.1	i	1	0.3	2	-1	-3	6	-6
N#C/C(=C\c1ccc(OC(=O)c2ccccn2)cc1)C(N)=O	2.0	i	-8	1.3	-1	2	-5	18	-3
CCOc1ccc(S(=O)(=O)NCC(c2ccc3c(c2)OCO3)N2CCN(C)CC2)cc1 (configuration not stated)	-0.8	i	-1	-0.5	4	0	-6	5	2
COc1cccc(CN(C)C(=O)CSCC(=O)Nc2cccc(C)c2)c1OC	1.2	i	-4	0.2	5	0	3	0	3
Cc1ccc(NC(=S)N2CCN(c3ccccn3)CC2)cc1C	1.2	i	0	-0.2	-120	-4	-1	-10	1
COCCCN1C(=O)C(CC(=O)NC2CCCC2)CC(C(=O)N2CCOCC2)=C1C (configuration not stated)	1.0	i	-7	-0.7	-4	3	-3	-2	1
CCN1CCc2c(OCc3ccccc3)cccc2C1=O	0.5	i	1	-0.6	-4	-4	4	-9	-2

Later entries.
SMILES	MsrA inh	Neddylation inh	FAS-TE inh	TbMetRS inhib	PABP1 MLLE inh	CSN inh	MsrA act	eLon inh	Rin1-Abl PPI inh
Cc1ccc(C(=O)Nc2nc3n(n2)C(c2ccccc2)CC(=O)N3)cc1 (configuration not stated)	1.0	i	-6	0.0	-3	-4	-3	5	2
NC(=O)N/N=C/c1coc2ccc(O)cc2c1=O	0.5	i	0	-0.3	14	4	-5	2	-6
O=C(NCCc1ccccc1F)c1ccc2c(c1)OCCO2	0.0	i	-6	-0.2	7	-2	-1	8	2
CC(=O)c1cccc(NC(=O)C2CC(=O)N(Cc3ccccc3)C2)c1 (configuration not stated)	0.4	i	-5	-0.3	-5	4	-11	1	2
COc1ccccc1-c1nnc(SCC(=O)NCc2ccco2)n1N	-0.4	i	-11	-0.6	-1	8	-7	-4	-4
COc1ccccc1NC(=O)c1ccc2c(c1)CCN2S(C)(=O)=O	1.3	i	-2	-0.3	5	-2	-2	8	-1
COc1ccc(NC(=O)C2(C)Cc3c(-c4ccc(NC(C)=O)cc4)ccnc3O2)cc1 (configuration not stated)	0.0	i	-8	0.0	2	3	0	-8	-2
Cc1nc(N(C)C)ncc1C(=O)O	1.2	i	-7	-0.1	4	-3	-3	1	1
